FLuc counter = inhibits or activates purified firefly luciferase, miR-21 counter-screen; purified FLuc, Km substrates, luminescence inhibition; Potency, µM (titrated, usually from 57.5 µM), inactives show at the highest dose activity change, negative = inhibition, hits mostly inhibitors; 6.9% of 360,000 active; active = well fitted inhibition curve with a large enough effect; inconclusive = small, poorly fitted or top-dose-only effect;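 also: plate controls were vehicle for no effect and reference inhibitor for full effect; nearly all actives have a fitted effect of over 55% in size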
Target sequence (P08659 whole entry, looked up): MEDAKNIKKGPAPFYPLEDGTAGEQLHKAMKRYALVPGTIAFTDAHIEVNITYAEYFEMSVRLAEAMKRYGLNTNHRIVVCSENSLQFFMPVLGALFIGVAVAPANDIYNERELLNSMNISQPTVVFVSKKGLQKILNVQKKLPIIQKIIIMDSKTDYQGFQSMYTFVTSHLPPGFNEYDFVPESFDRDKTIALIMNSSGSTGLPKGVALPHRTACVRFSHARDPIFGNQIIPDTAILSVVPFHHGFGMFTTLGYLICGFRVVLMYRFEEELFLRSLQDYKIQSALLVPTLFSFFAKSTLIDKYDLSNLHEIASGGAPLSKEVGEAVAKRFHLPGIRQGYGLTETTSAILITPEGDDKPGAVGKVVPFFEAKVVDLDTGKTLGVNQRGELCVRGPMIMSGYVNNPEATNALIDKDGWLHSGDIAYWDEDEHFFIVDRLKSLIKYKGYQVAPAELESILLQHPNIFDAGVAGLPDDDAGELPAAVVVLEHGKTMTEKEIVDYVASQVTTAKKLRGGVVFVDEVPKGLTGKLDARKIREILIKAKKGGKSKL
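Biochemical qHTS of compounds, final roughly 60 µM downward over six points, against 10 nM purified firefly luciferase using Km concentrations of substrates (10 uM D-luciferin, 10 uM ATP) in Tris acetate pH 7.5 buffer; luminescence output.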
* hit, by the source's call; ? = inconclusive. Potency is read from the fitted curve at half-maximal effect. An excerpt; the hit share may differ from the screen's.

SMILES,FLuc counter
COCCNC(=O)CSc1nc(-c2ccc(C)cc2)nc2c1c(=O)n(C)c(=O)n2C,0%
O=C(Cn1nc(-c2ccccc2)ccc1=O)NCc1ccc(F)cc1Cl,-13%
O=C(NCc1ccccc1)c1cccc(Nc2nc3ccccc3n3nnnc23)c1,-1%
CCc1ccc(NC(=O)C(CC)n2c(=O)c(-c3ccccc3NC(C)=O)nc3ccccc32)cc1 (centres undefined),-6%
COc1ccccc1OCCn1c(-c2ccc(Br)cc2)nc2ccccc2c1=O,-2%
Brc1ccc(CNCCCSc2nnnn2-c2ccccc2)cc1,5%
CCOc1ccc(NC(=O)c2sc3ccccc3c2Cl)cc1,0%
Cc1ccc(C)c(OCCn2c(-c3ccc(Cl)cc3)nc3ccccc3c2=O)c1C,4%
O=C(CSc1nc2ccccc2n1Cc1ccc(F)c(Cl)c1)N1CCN(c2ccc(F)cc2)CC1,3%
Cc1ccccc1NC(=O)CC1NCCNC1=O (centres undefined),2%
CC1CCN(C(=O)c2ccc(NC(=O)c3nsc4ccccc34)cc2)CC1,7.6µM*
COc1ccc(N2CCN(C(=O)c3cc4ccc5cccnc5c4[nH]3)CC2)cc1,-13%
COc1ccccc1CNC(=O)c1ccc(CS(=O)(=O)c2c(Cl)cccc2Cl)o1,1%
Cc1cccc(Cn2c(CNS(=O)(=O)c3ccc4c(c3)CCCC4)nc3cccnc32)c1,?
COc1ccc(Nc2nc(-c3ccc(C)cc3)nc3ccccc23)c(OC)c1,?
CCOC(=O)c1c(-c2ccc(Br)cc2)csc1NC(=O)c1ccc(F)cc1,0%
CCOC(=O)N1CCc2c(sc3c2C(=O)NC(c2cc(OC)c(OC)c(OC)c2)N3)C1 (centres undefined),?
O=C(CCCn1c(=O)c2cccn2c2cccnc21)Nc1ccccc1C(F)(F)F,-2%
Cc1ccc(C)c(NS(=O)(=O)c2ccc3c(c2)n(C)c(=O)n3C)c1,3%
COc1ccc(C(=O)N2CCC(C(=O)Nc3ccccc3Cl)CC2)cc1,-2%
CCC(=O)N1c2ccccc2CC1C(=O)NCCN1CCN(c2cc(Cl)ccc2C)CC1 (centres undefined),-8%
CCCSc1nnc2c(n1)OC(c1ccc(OCC(=O)O)cc1)Nc1ccccc1-2 (centres undefined),?
COc1cc(OC)c(NC(=O)c2cn(C3CCCC3)c(=O)c3c2c2ccccc2n3C)cc1Cl,4%
COc1ccccc1CNC(=O)c1ccc(CSc2nc3ccncc3n2Cc2ccccc2C)cc1,-2%
CCOC(=O)C1CCN(C(=O)c2ccc3c(c2)sc2nc(-c4ccccc4)cn23)CC1,5%

Structures listed so far that have an aryl thioether with sulfur outside any ring, in the order listed:
SMILES,FLuc counter
COCCNC(=O)CSc1nc(-c2ccc(C)cc2)nc2c1c(=O)n(C)c(=O)n2C,0%
Brc1ccc(CNCCCSc2nnnn2-c2ccccc2)cc1,5%
O=C(CSc1nc2ccccc2n1Cc1ccc(F)c(Cl)c1)N1CCN(c2ccc(F)cc2)CC1,3%
CCCSc1nnc2c(n1)OC(c1ccc(OCC(=O)O)cc1)Nc1ccccc1-2 (centres undefined),?
COc1ccccc1CNC(=O)c1ccc(CSc2nc3ccncc3n2Cc2ccccc2C)cc1,-2%

(list continues)
SMILES,FLuc counter
CCOCCc1nnc(NC(=O)C(=O)c2cc(C)n(-c3cccc(Cl)c3)c2C)s1,2%
COc1ccccc1N1CCN(C(=O)c2cn(CC(C)C)c(=O)c3c2c2ccccc2n3C)CC1,1%
CC(C)c1ccc(NC(=O)CSc2ncnc3c2sc2ccccc23)cc1,-3%
Cc1cc(C)c(NC(=O)CCn2c(=O)c3cccn3c3cccnc32)c(C)c1,0%
CCC(C)NC(=O)c1cc2cc(S(=O)(=O)N3CCCCC3)ccc2n1C (centres undefined),-9%
NC(=O)CSc1ncc2c(n1)-c1ccccc1N(Cc1ccccc1)S2(=O)=O,3%
CCCNC(=O)c1cnc2sc(N3CCCCC3)nn2c1=O,5%
O=C(O)c1ccc2nc(-c3cc4cc(F)ccc4oc3=O)[nH]c2c1,5.4µM*
Cc1ccc(Cl)cc1N1CCN(C(=O)Cn2ncc3c([nH]c4ccccc43)c2=O)CC1,-1%
COc1ccc(CCNCc2c(C(=O)O)c(C)n(Cc3c(F)cccc3Cl)c2C)cc1OC,0%
O=C(c1ccco1)N(Cc1cccnc1)c1nc2c(F)cc(F)cc2s1,4%
CCCCc1ccc(Nc2cc(C)nc(-n3nc(C)cc3C)n2)cc1,-16%
COc1ccc(/C=C(\C#N)c2nc3ccccc3c(=O)[nH]2)cc1OC,-6%
O=C(Nc1ccc(Br)cc1F)C(NS(=O)(=O)c1cccc2nsnc12)c1ccccc1 (centres undefined),?
Cc1nc2nncn2c(NCc2ccc(F)cc2)c1C,-2%
O=S(=O)(NCc1nc2cccnc2n1Cc1ccccc1Cl)c1ccc(F)c(Cl)c1,-10%
COc1ccc(CC(=O)Nc2sc3c(c2C(=O)Nc2cccc(Cl)c2)CCCCC3)cc1,?
COc1ccc(N(C(=O)Cn2nnc3ccccc32)C(C(=O)NCc2ccccc2)c2ccc(F)cc2)cc1 (centres undefined),0%
Cc1cc(C)n(-c2nc3ccccc3nc2N2CCN(c3cccc(C)c3C)CC2)n1,0%
COc1ccc(-c2ccc3c(N)c(C(=O)Nc4ccc(C(F)(F)F)cc4)sc3n2)cc1OC,-5%
COc1cccc(CN2C(=O)CN(C3CCCCC3)C(=O)C2c2ccc(OC)c(OC)c2)c1 (centres undefined),-5%
CCOc1ccc(OCC)c(NC(=O)c2cc(S(=O)(=O)N3CCCC3)cn2C)c1,-6%
Nc1nonc1-c1nc2ccccc2n1Cc1ccc(Br)cc1,-1%
CCOC(=O)c1c(NC(=O)COc2ccc(C(C)(C)C)cc2)sc2c1CCCC2,-3%
COCCNC(=O)c1cnc2sc(N3CCCCC3)nn2c1=O,-1%
COc1ccc(-n2ccn(Cc3ccccc3Cl)c(=O)c2=O)cc1OC,-1%
CN(C)c1ccc(CNC(=O)C2CCN(S(=O)(=O)c3cn(C)cn3)CC2)cc1,-1%
CCC(=O)N1CCCc2cc(S(=O)(=O)N3CCC(C(=O)Nc4ccc(C#N)cc4)CC3)ccc21,-9%
COc1cccc(N2CC(NC(=O)C(c3ccccc3)c3ccccc3)CC2=O)c1 (centres undefined),-6%
COc1ccc(NC(=O)CC2C(=O)N(c3ccc(C)cc3)C(=O)N2Cc2cccnc2)cc1 (centres undefined),3%
Cc1ccc(-n2ccn(CC(=O)c3ccc(F)cc3)c(=O)c2=O)cc1C,-10%
CCCCC(CC)CNC(=O)CCCc1nnc2n(CCC)c(=O)c3sccc3n12 (centres undefined),-2%
O=C(/C=C/c1ccccc1)Nc1nc(-c2cccs2)ns1,0%
COc1cccc(CNC(=O)CSc2ncc3c(n2)-c2cc(Cl)ccc2N(C)S3(=O)=O)c1,0%
Cn1cnc(S(=O)(=O)N2CCC(C(=O)N3CCN(c4cccc(C(F)(F)F)c4)CC3)CC2)c1,2%
COc1cccc(CN(C(=O)c2oc3cc(C)ccc3c2C)C2CCS(=O)(=O)C2)c1 (centres undefined),5%
Cc1ccc(-c2cc(C(=O)NCCc3ccccc3)c3ccccc3n2)cc1C,8.5µM*
CCc1ccc(CNC(=O)Cn2nc(C)c3nn(-c4ccc(Cl)cc4)c(C)c3c2=O)cc1,1%
CCOc1ccc2nc(N3CCCC(C(=O)Nc4ccc(OC)cc4)C3)sc2c1 (centres undefined),1.5µM*
CCC(=O)N1CCc2cc(Br)cc(S(=O)(=O)CCC(=O)N3CCN(c4ccc(OC)cc4)CC3)c21,-2%
Cc1cc(OCC(=O)N(Cc2ccc(N(C)C)cc2)CC2CCCO2)ccc1Cl (centres undefined),-5%
CCOc1cc(C(Nc2cc(C)ccn2)c2ccc3cccnc3c2O)ccc1OC (centres undefined),-11%
CCc1ccc(CN(Cc2ccco2)c2cnc(S(C)(=O)=O)nc2C(=O)Nc2ccc(C)c(Cl)c2)cc1,-5%
CC(=O)OC1=C(C(C)=O)N(Cc2ccccc2)S(=O)(=O)c2ccccc21,-2%
CCCSc1ncc(Cl)c(C(=O)Nc2ccc(S(=O)(=O)N(C)c3ccccc3)cc2)n1,0%
COc1ccc(NC(=O)N2CCN3CCCCC3C2)cc1OC (centres undefined),-4%
CCS(=O)(=O)N1CCC(C(=O)NCCC(C)C)CC1,5%
COc1cccc(NC(=O)/C(C#N)=C/c2c(C)n(Cc3ccc(Cl)cc3)c3ccccc23)c1,7%
CC(C)NC(=O)CN1C(=O)CCn2nc(-c3cn(C)c4ccccc34)cc21,4%
COc1ccccc1C1CC(=O)N(c2cccc(C(F)(F)F)c2)C2=C1C(=O)OC2 (centres undefined),-7%

Some values from the results shown:
Under FLuc counter, COc1cccc(CNC(=O)CSc2ncc3c(n2)-c2cc(Cl)ccc2N(C)S3(=O)=O)c1 reads 0%
Under FLuc counter, CCC(=O)N1CCCc2cc(S(=O)(=O)N3CCC(C(=O)Nc4ccc(C#N)cc4)CC3)ccc21 reads -9%
Under FLuc counter, CC(C)NC(=O)CN1C(=O)CCn2nc(-c3cn(C)c4ccccc34)cc21 reads 4%
Under FLuc counter, CCc1ccc(CN(Cc2ccco2)c2cnc(S(C)(=O)=O)nc2C(=O)Nc2ccc(C)c(Cl)c2)cc1 reads -5%
Under FLuc counter, CCc1ccc(CNC(=O)Cn2nc(C)c3nn(-c4ccc(Cl)cc4)c(C)c3c2=O)cc1 reads 1%

(more compounds)
SMILES,FLuc counter
CCN(CC)C(=O)Cn1c(SCC(=O)Nc2ccc(F)cc2)nc2ccccc21,-1%
CCOC(=O)c1c(NC(=O)c2nc(SC(C)C)ncc2Cl)sc2c1CCCC2,-1%
CCOC(=O)c1cc(-c2ccccc2)n(CC(=O)Nc2cc(Cl)c(OC)cc2OC)c1C,0%
O=c1c(S(=O)(=O)c2cccc(Cl)c2)cn(Cc2ccccc2)c2cc(N3CCOCC3)c(F)cc12,-1%
COc1ccc(CNC(=O)c2c3c(nc4ccccc24)C(=O)N(C2CCCCC2)C3)cc1,0%
Cc1ccc2c(c1)c(=O)c(C(=O)c1ccccc1)cn2Cc1ccccc1F,-8%
COc1ccccc1CNC(=O)c1cc(-c2ccccc2)n[nH]1,0%
CCCNC(=O)N1[C@H](c2ccc(C)s2)[C@@H](C)C(=O)[C@@H](C)[C@@H]1c1ccc(C)s1,2%
CN(C)c1ccc(CNC(=O)c2ccc3nc(Cc4ccccc4)oc3c2)cc1,-14%
Cc1ccc(Cl)cc1Nc1nn2c(=O)c3ccc(C(=O)NCc4cccs4)cc3nc2s1,-6%
Cc1ccc(NC(=O)Cn2c(C)cc(C)c(C#N)c2=O)cc1,3%
CCC(CC)C(=O)Nc1cc(-c2cn3cccnc3n2)ccc1OC,-9%
O=C(COC(=O)c1cc(-c2cccs2)nc2ccccc12)c1ccc(Cl)cc1,?
Cc1ccc(CNC(=O)C(=O)Nc2c3c(nn2-c2ccc(F)cc2)CSC3)cc1,-3%
CC(=O)N1CCC(N(Cc2ccc(C)o2)C(=O)Nc2ccccc2F)CC1,-1%
Cc1c(C)c2c(cc(C)c3c(-c4ccc(Br)cc4)coc32)oc1=O,-6%
O=C(Cn1ncc2c3ccccc3n(Cc3cccc(Cl)c3)c2c1=O)NCCCc1ccccc1,-8%
CCOc1ccc(Nc2nc3c(S(=O)(=O)c4cccc(Cl)c4)nnn3c3ccsc23)cc1,0%
CC(=O)c1cc(-c2ccc(F)cc2)n(CC(=O)NC2CCCCCC2)c1C,-1%
Cc1cc(C)n(C(C)CC(=O)Nc2cccc(C#N)c2)n1 (centres undefined),-4%
CCOC(=O)c1c(NC(=O)c2nc(SCC)ncc2Cl)sc(C(C)=O)c1C,-3%
Cc1c(C(=O)OCc2ccccc2)[nH]c2c1C(=O)CC(c1ccc(C(C)(C)C)cc1)C2 (centres undefined),-7%
Cc1ccc(Cn2cc(S(=O)(=O)c3ccc(Cl)cc3)c(=O)c3cc4c(cc32)OCO4)cc1,-1%
CC(C)c1nn2c(=O)cc(COC(=O)c3cccc(NC(=O)c4cccs4)c3)nc2s1,1%
Cc1ccc(NC(=O)Cn2c(-c3ccc4c(c3)OCO4)cn(-c3ccccc3)c2=O)cc1C,?
CCOc1ccccc1Nc1nc(-c2cccc(Cl)c2)c2c(n1)-c1ccccc1OC2,11µM*
COc1ccc(-c2nc3sc(CCNC(=O)Cc4ccccc4)c(C)n3n2)cc1,?
COc1ccc(N2CC(NC(=O)C(=O)c3c(C)[nH]c4ccccc34)CC2=O)cc1 (centres undefined),3%
COc1ccc(C2c3c(oc4ccccc4c3=O)C(=O)N2Cc2ccc3c(c2)OCO3)cc1 (centres undefined),-4%
COC(=O)NCC(c1cccnc1)N1CCN(c2ccc(F)cc2)CC1 (centres undefined),-2%
Cc1ccccc1Cn1c(CN2CCCC(C)C2)nc2c1c(=O)n(C)c(=O)n2C (centres undefined),0%
COc1cccc(CNC(=O)C2CCN(S(=O)(=O)c3cn(C)cn3)CC2)c1,-5%
COc1ccc(CN2CCCN(CC(=O)Nc3cc(C)ccc3C)S2(=O)=O)cc1,2%
Cc1ccc2nc(NC(=O)CSc3ncc(C(=O)Nc4ccccc4)c(=O)n3C)sc2c1,-1%
NC(=O)Cn1c(=O)n(CCCCCC(=O)NCc2ccc(F)cc2)c(=O)c2sccc21,1%
CCOc1ccc(S(=O)(=O)NCC(c2ccco2)S(=O)(=O)c2ccc(C)cc2)cc1 (centres undefined),1%
COc1ccc(Cn2c(=O)c3oc4ccccc4c3n(CC(=O)Nc3cc(C)cc(C)c3)c2=O)cc1,-7%
COc1ccccc1CN1C(=O)C(=O)c2cccc(C)c21,0%
Cc1cc2nn(-c3ccc(F)cc3)nc2cc1NC(=O)c1cc(Cl)ccc1Cl,-6%
